MEKK2wt PB1 HTS – raises or lowers MEK5 binding to wildtype human MEKK2 PB1 domain; Q9Y2U5; bead flow cytometry, Alexa488-MEK5 binding to MEKK2 WT; actives lie on both sides; binding response (% of control), % at 10 µM; 1.1% of 290,000 active; in the data active = binding response below about 67% or above about 130%
CRFR2-BP ag – agonists of human CRF-binding protein/CRF-R2 receptor complex. 0.46% of 350,000 active. HEK293 CRF-R2/CRF-BP, calcium dye fluorescence (FLIPR); percent of saturating CRF peptide response. activation, % at 13.2 µM;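 active = activation of at least 50%, plus an integration ratio under a set limit after plate pattern correction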;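 note: plate controls were neutral control wells without compound for no effect and CRF at EC100 for full effect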
MEKK2mut PB1 HTS – signal of MEK5 binding to mutant human MEKK2 PB1 domain | bead flow cytometry, Alexa488-MEK5 binding to MEKK2 mutant | percent response, % at 10 µM | 0.35% of 290,000 active | AID 1530; in the data active = percent response above about 24%, passing the limit was not always enough; note: inactives centre near 1; some results filed as inactive read as strong as hits; reference of the scale not given here
MEKK3 PB1 HTS – MEKK3-MEK5 PB1 interaction, increase or decrease. bead-based flow cytometry, Alexa488-MEK5 binding to MEKK3; actives lie on both sides; 0 = blocked by unlabeled MEK5, 100 = vehicle. binding response (% of control), % at 10 µM. Q99759. 1.4% of 290,000 active;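 active = binding response more than 3 SD above or below the average of its plate-row segment, actives on both sides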;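 note: Alexa488 bead fluorescence after subtracting the streptavidin-only scavenger bead signal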
Target sequence (Q99759 whole entry, looked up): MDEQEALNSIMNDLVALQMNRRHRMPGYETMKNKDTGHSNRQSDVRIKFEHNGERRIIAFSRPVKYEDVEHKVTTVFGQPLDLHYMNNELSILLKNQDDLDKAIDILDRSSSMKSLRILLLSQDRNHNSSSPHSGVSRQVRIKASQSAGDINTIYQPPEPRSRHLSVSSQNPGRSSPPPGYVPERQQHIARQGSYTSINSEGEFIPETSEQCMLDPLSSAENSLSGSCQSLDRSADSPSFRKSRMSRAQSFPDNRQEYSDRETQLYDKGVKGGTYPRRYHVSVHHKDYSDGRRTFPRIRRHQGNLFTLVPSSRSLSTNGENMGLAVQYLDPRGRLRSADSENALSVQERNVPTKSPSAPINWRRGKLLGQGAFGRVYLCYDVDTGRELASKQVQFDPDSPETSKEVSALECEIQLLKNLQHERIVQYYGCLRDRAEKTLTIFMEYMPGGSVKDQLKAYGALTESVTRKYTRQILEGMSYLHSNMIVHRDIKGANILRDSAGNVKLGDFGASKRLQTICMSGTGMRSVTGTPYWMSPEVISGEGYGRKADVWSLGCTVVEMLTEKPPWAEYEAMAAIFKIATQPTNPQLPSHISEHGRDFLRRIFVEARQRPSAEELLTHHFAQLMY
HCV NS3 hel inh – inhibitors of Hepatitis C virus NS3 helicase; inhibition, % at 10.9 µM; AID 1800; 0.56% of 290,000 active; NS3 helicase DNA unwinding, Cy5 molecular beacon fluorescence;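 active = inhibition above the mean of all tested compounds plus 3 SD, set per campaign, cut at about 35% in these data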;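 note: 0% = DMSO wells and 100% = thioflavine S control wells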
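Assay system – hepatitis C virus NS3 helicase domain fragment enzyme · Buffer or medium – MOPS pH 6.5, MgCl2, DTT, Tween20, BSA · Reagent – Cy5/quencher beacon DNA duplex and ATP to start · Compound – single 10.9 µM dose · Timing – 1 h at 25 °C · Technique – Cy5 beacon fluorescence read at start and 1 h · Measure – % inhibition of unwinding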
CRFBP-R2 block – blocks CRF-induced signaling of the CRF-BP/CRF-R2 complex; inhibition, % at 11.8 µM; 0.59% of 350,000 active; HEK293 CRF-R2/CRF-BP, CRF-induced calcium fluorescence;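 active = inhibition of the ligand-induced calcium signal above about 50% at the single tested concentration, limit read from the data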
GalR3 antag – antagonists of human GalR3; O60755; HEK293 GalR3-CNG cAMP membrane potential fluorescence; galR3 body fused to GalR1 C-terminus; 0.44% of 360,000 active; inhibition, % at 3 µM; AID 651719;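 active = inhibition above the screen-wide average plus 3 SD, cut at about 13% in these data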;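 note: forskolin and galanin both at EC90 stimulate the cells; cAMP rise reported by CNG channel membrane potential dye signal; 0% = forskolin plus galanin with DMSO and 100% = forskolin alone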
FID counter – counter-screen for HCV NS3 helicase inhibitors: DNA intercalator displacement | DNA fluorescent intercalator displacement, fluorescence | inhibition, % at 7.9 µM | 0.17% of 290,000 active; in the data active = inhibition above about 37%;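 note: 0% = vehicle and 100% = reference compound; higher means more ethidium bromide displaced from hairpin DNA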
UBC9 SUMO inh – SUMOylation inhibition. HTRF SUMOylation assay, SAE1/SAE2 + UBC9, in vitro. inhibition, % at 35 µM. 0.36% of 290,000 active. AID 2006; in the data active = inhibition above about 50%, passing the limit was not always enough; note: strong numbers were not always called active
Target sequence (P63279 whole entry, looked up): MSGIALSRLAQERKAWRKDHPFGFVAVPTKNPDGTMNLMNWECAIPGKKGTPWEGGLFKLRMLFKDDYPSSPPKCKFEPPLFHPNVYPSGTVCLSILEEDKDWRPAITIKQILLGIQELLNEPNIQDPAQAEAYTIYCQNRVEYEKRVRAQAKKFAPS
* hit, by the source's call; x = no result given; [ ] = remark or other dose.

SMILES | MEKK2wt PB1 HTS | CRFR2-BP ag | MEKK2mut PB1 HTS | MEKK3 PB1 HTS | HCV NS3 hel inh | CRFBP-R2 block | GalR3 antag | FID counter | UBC9 SUMO inh
Cc1cc(-c2ccco2)n(-c2ccccc2)n1 | 93 | -0.1 | -4 | 92 | 24 | -2 | -2 | -23 | 25
COc1ccc(NC(=O)c2ccc(-n3nc(C)c[n+]3[O-])cc2)cc1 | 102 | -3.1 | 12 | 106 | -3 | 11 | -2 | -1 | 5
O=C(Cc1ccc(-n2c(=O)[nH]c3ccsc3c2=O)cc1)NCc1cccnc1 | 109 | -1.4 | 1 | 139* | 6 | 12 | 3 | -2 | 0
CCOC(=O)c1cn(CC(=O)Nc2cccc(Cl)c2)nn1 | 107 | -0.6 | -2 | 105 | -9 | -10 | 0 | -2 | -8
O=C(CCl)Nc1ccccc1C(=O)c1ccccc1 | 100 | -0.4 | -3 | 103 | -9 | -1 | -7 | -1 | 20
Cc1ccc(-n2nc3c(c2NC(=O)C2CC2)CS(=O)(=O)C3)cc1C | 102 | -0.7 | 3 | 97 | 2 | 7 | -2 | -7 | 2
O=C(NCC1CCCO1)C1CCN(C2CCN(C(=O)C3CCCCC3)CC2)CC1 (centres undefined) | 99 | -2.3 | -2 | 100 | 5 | 15 | -1 | -1 | 11
CN(Cc1ccccn1)C(=O)CC1C(=O)NCCN1Cc1ccc(F)cc1Cl (centres undefined) | 104 | 1.0 | 1 | 103 | -2 | -15 | 1 | -14 | x
CC(CC(=O)Nc1cccnc1)c1ccccc1 (centres undefined) | 104 | -0.4 | 1 | 102 | -3 | 30 | -3 | -3 | 13
CC1(C)OC2OC(COC(=O)c3ccc([N+](=O)[O-])cc3)C3OC(C)(C)OC3C2O1 (centres undefined) | 95 | -3.8 | -1 | 84 | 8 | 10 | -11 | -12 | -12
CN1CCC(N(C)C(=O)/C=C/c2cn(-c3ccccc3)nc2-c2cccs2)CC1 | 112 | -0.7 | -6 | 59 | -64 | -6 | -11 | 22 | 38
Cn1c(=N)n(CC(O)c2ccccc2)c2ccccc21 (centres undefined) | 101 | -0.5 | 3 | 101 | -1 | -5 | 0 | 2 | -6
Cc1ccc(NC(=O)Cn2nc(C)c3ccccc3c2=O)cc1F | 102 | 0.3 | 4 | 112 | -3 | -3 | 1 | -4 | 29
O=C(Cc1c[nH]c2ccccc12)OCC(=O)c1ccccc1 | 105 | -1.8 | 5 | 106 | 1 | -16 | -4 | -6 | -31
Cc1ccc(/C=N/Nc2nc(C)cc(C)n2)cc1 | 91 | 0.8 | -5 | 99 | 8 | 2 | -1 | -4 | 4
CCn1c(C)nc2cc(C(=O)NNS(=O)(=O)c3c(F)cc(F)c(Cl)c3F)ccc21 | 98 | -1.4 | -2 | 100 | -29 | 0 | 5 | -13 | 21
CCCCN(CC)CCCNC(=O)c1cc2c(=O)n(C)c3ccccc3c2n1C | 103 | -1.4 | 0 | 97 | -2 | 1 | -6 | 27 | 12
CCN(CC)S(=O)(=O)c1ccc2c(c1)C(=NO)c1cc(S(=O)(=O)N(CC)CC)ccc1-2 | 98 | 1.4 | 2 | 93 | 1 | -22 | 1 | -16 | 0
C=CCOc1ccccc1CN1CCCN(C)CC1 | 109 | 1.3 | 8 | 107 | 6 | 1 | -8 | 14 | 7
O=CN1CCN(C(=O)C(=O)c2cn(CC(=O)N3CCCCC3)c3ccccc23)CC1 | 104 | 0.2 | 6 | 103 | -2 | -1 | -2 | -10 | 0
O=C(Nc1ccc(Cl)cc1)C(c1ccccc1)N1CCOCC1 (centres undefined) | 102 | 0.7 | -4 | 101 | -16 | -9 | 1 | -5 | 4
CC(Sc1cccc[n+]1[O-])c1ccccc1 (centres undefined) | 100 | 0.3 | -2 | 104 | 14 | 1 | 1 | -8 | 3
Cc1ccccc1C(=O)NCC(=O)NNC(=S)NC(=O)c1ccccc1 | 104 | -1.6 | 4 | 105 | -6 | -9 | -1 | -16 | -23
CC(c1ccccc1)n1c(SCC(=O)Nc2ccccc2)n[nH]c1=O (centres undefined) | 102 | 0.1 | -4 | 97 | -1 | -10 | 0 | -13 | -10
CC(=O)NCCNC(=O)CNC(=O)c1ccc(Cl)cc1 | 97 | 0.4 | 11 | 98 | -16 | -5 | -2 | -3 | 2
COC(=O)c1c(-c2ccccc2)csc1N1C(=O)Nc2ccccc2N1O | 106 | 2.8 | 0 | 107 | 19 | 3 | -3 | -30 | 30
COc1ccc2c(c1)CCc1c(C(=O)NC3CCCCC3)noc1-2 | 99 | -2.8 | 4 | 101 | -2 | -19 | -6 | -9 | 1
CCCCC1CCC(C(=O)N(CCCC)c2c(N)n(CCCC)c(=O)[nH]c2=O)CC1 (centres undefined) | 104 | 1.2 | 4 | 101 | -7 | 9 | -2 | -13 | 15
CCCNC(=O)c1cccc(COCC(F)(F)C(F)F)c1 | 103 | -0.3 | 5 | 102 | 3 | 6 | -7 | -6 | 19
CCC(C)NC(=O)NC(=O)CSc1nnc(-c2ccccc2F)n1C1CC1 (centres undefined) | 99 | -0.2 | -4 | 104 | -3 | -1 | 8 | -38 | -2
O=C(NCc1ccco1)C(c1ccccc1F)N(Cc1cccnc1)C(=O)Cn1nnc2ccccc21 (centres undefined) | 107 | 0.1 | 8 | 101 | 1 | 8 | -1 | -16 | 22
CCc1sc(C(=O)NCCCn2ccnc2)cc1Br | 102 | -0.4 | -1 | 100 | -15 | 9 | -4 | 5 | 4
Cc1cc(C)c(OCCCCCNCCO)c(C)c1 | 22*[inhibitor] | -0.2 | -17 | 12*[inhibitor] | 0 | -24 | -5 | 11 | -6
CC1CCCC(C)N1C(=O)c1cc(-c2ccc3c(c2)OCO3)on1 (centres undefined) | 99 | 0.2 | -6 | 98 | 9 | -6 | -5 | -33 | 14
Cc1cccc(NC(=O)c2ccc3ccccc3n2)c1C | 108 | 1.3 | 4 | 107 | 0 | -6 | -5 | -4 | 4
O=C(CNC(=O)C1CCCCC1)NCc1ccco1 | 105 | -0.3 | 3 | 102 | -3 | 4 | 4 | -2 | 1
Cc1cc(C)n(-c2nc3ccccc3c(=O)n2OCCOc2ccccc2)n1 | 98 | 2.5 | 11 | 94 | -5 | 8 | 2 | -29 | 0
CCc1n[nH]c(=S)n1/N=C/c1c[nH]c2ccc(Br)cc12 | 82 | 0.3 | -10 | 85 | -2 | -14 | -5 | 1 | -3
Cc1ccc(C)c(NCC(O)c2ccccc2)c1 (centres undefined) | 107 | -0.6 | 0 | 108 | -4 | -4 | -4 | -6 | -25
COc1ccc(C2C(C#N)=C(N)SC(N)=C2C#N)cc1OC | 88 | 19 | -5 | 91 | 1 | -28 | -3 | -7 | 0
COc1ccc(-n2c(SCC(=O)Nc3ccc4c(c3)OCO4)nc3c(c2=O)SCC3)cc1 | 114 | 4.2 | 11 | 113 | -7 | -30 | x | -3 | 17
CCOCCCNCc1ccc(OC)cc1 | 96 | -2.2 | -6 | 89 | -4 | 10 | -4 | 3 | 11
O=C(NC(=S)Nc1ccc(Br)cn1)c1cccnc1 | 98 | -0.9 | -4 | 99 | 2 | -13 | 0 | -2 | 29
CC1(C)CC(NC(=O)c2coc(=O)c(Br)c2)CC(C)(C)N1 | 96 | 1.3 | -8 | 88 | -4 | 8 | -1 | 5 | 13
O=C(Cn1ncc2ccccc21)N1CCN(c2cccc(C(F)(F)F)c2)CC1 | 106 | -4.5 | 1 | 99 | 4 | -7 | -9 | -18 | 18
COc1ccc(CNC(=O)CCSc2ccc(F)cc2)cc1OC | 93 | -1.1 | -3 | 99 | -2 | -3 | -3 | -23 | 3
O=C(N/N=C/c1ccccc1)c1ccco1 | 94 | 0.7 | 3 | 103 | -1 | -11 | -5 | -3 | 17
CCOC(=O)Cc1cnc(NC(=O)CSc2nc3ncnc(N)c3[nH]2)s1 | 96 | -2.0 | -13 | 100 | 3 | 4 | -6 | -4 | 1
O=C1c2c(Br)c(Br)c(Br)c(Br)c2C(=O)N1c1ccccn1 | 92 | 0.9 | 5 | 96 | 8 | -2 | -4 | 1 | 19
Cn1c(=O)n(C)c2cc(C(=O)c3ccccc3)ccc21 | 100 | 2.5 | 1 | 105 | -8 | -7 | -7 | -4 | 3
CCn1c(=NC(=O)c2ccco2)sc2cccc(F)c21 | 100 | 1.4 | -2 | 100 | 0 | 44 | x | -10 | 7
Cc1ccc(NCc2cccnc2)cc1 | 109 | -1.8 | 12 | 108 | -3 | -3 | 1 | 4 | 32
O=[N+]([O-])c1ccc(O)c(N=Cc2sc3ccccc3c2O)c1 | 98 | 30 | -2 | 104 | 1 | -9 | 1 | -6 | -24

Part of the list above in order of SMILES length, smallest number first:
SMILES | MEKK2wt PB1 HTS | CRFR2-BP ag | MEKK2mut PB1 HTS | MEKK3 PB1 HTS | HCV NS3 hel inh | CRFBP-R2 block | GalR3 antag | FID counter | UBC9 SUMO inh
Cc1ccc(NCc2cccnc2)cc1 | 109 | -1.8 | 12 | 108 | -3 | -3 | 1 | 4 | 32
Cc1ccc(C)c(NCC(O)c2ccccc2)c1 (centres undefined) | 107 | -0.6 | 0 | 108 | -4 | -4 | -4 | -6 | -25
O=C(NC(=S)Nc1ccc(Br)cn1)c1cccnc1 | 98 | -0.9 | -4 | 99 | 2 | -13 | 0 | -2 | 29
CCn1c(=NC(=O)c2ccco2)sc2cccc(F)c21 | 100 | 1.4 | -2 | 100 | 0 | 44 | x | -10 | 7
COc1ccc(CNC(=O)CCSc2ccc(F)cc2)cc1OC | 93 | -1.1 | -3 | 99 | -2 | -3 | -3 | -23 | 3
Cn1c(=O)n(C)c2cc(C(=O)c3ccccc3)ccc21 | 100 | 2.5 | 1 | 105 | -8 | -7 | -7 | -4 | 3
COc1ccc(C2C(C#N)=C(N)SC(N)=C2C#N)cc1OC | 88 | 19 | -5 | 91 | 1 | -28 | -3 | -7 | 0
CCc1n[nH]c(=S)n1/N=C/c1c[nH]c2ccc(Br)cc12 | 82 | 0.3 | -10 | 85 | -2 | -14 | -5 | 1 | -3
O=[N+]([O-])c1ccc(O)c(N=Cc2sc3ccccc3c2O)c1 | 98 | 30 | -2 | 104 | 1 | -9 | 1 | -6 | -24
O=C1c2c(Br)c(Br)c(Br)c(Br)c2C(=O)N1c1ccccn1 | 92 | 0.9 | 5 | 96 | 8 | -2 | -4 | 1 | 19
Cc1cc(C)n(-c2nc3ccccc3c(=O)n2OCCOc2ccccc2)n1 | 98 | 2.5 | 11 | 94 | -5 | 8 | 2 | -29 | 0
CCOC(=O)Cc1cnc(NC(=O)CSc2nc3ncnc(N)c3[nH]2)s1 | 96 | -2.0 | -13 | 100 | 3 | 4 | -6 | -4 | 1
O=C(Cn1ncc2ccccc21)N1CCN(c2cccc(C(F)(F)F)c2)CC1 | 106 | -4.5 | 1 | 99 | 4 | -7 | -9 | -18 | 18
COc1ccc(-n2c(SCC(=O)Nc3ccc4c(c3)OCO4)nc3c(c2=O)SCC3)cc1 | 114 | 4.2 | 11 | 113 | -7 | -30 | x | -3 | 17

Assay outcomes: PubChem BioAssay, several laboratories

Only part of the results is shown. The share of hits here may be higher or lower than overall.
